From PubChem
BLM helicase inh = inhibitors of human Bloom syndrome helicase BLM | P54132 | recombinant BLM DNA unwinding, fluorescence dequenching | Potency, µM (top dose mostly 56.1 µM), for inactives: at the top dose activity change, negative = inhibition, actives largely listed as inhibitors | actives 0.2% (n = 350,000) | AID 2528;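 further: plate controls were vehicle for no effect and no enzyme for full effect; nearly all actives have a fitted effect of over 35% in size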
POLI inh = inhibitors of human DNA polymerase iota | Q9UNA4 | Pol iota fluorescent replication assay, 10 min | Potency, µM (doses to about 115 µM), for the others: at the highest dose activity, negative = inhibition, hits mostly inhibitors | actives 1% (n = 390,000) | AID 588590
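Fluorescent replication assay read twice, at 0 min and 10 min after adding 50 nM (final) substrate. Enzyme (10 nM) and compounds were first incubated 15 min at room temperature; enzyme-free buffer wells were negative controls.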
HP1b chromo inh = HP1-beta chromodomain-methylated histone interaction inhibition; AlphaScreen HP1-beta / biotin-H3K9me3 peptide binding; P83916; actives 0.56% (n = 390,000); Potency, µM (titrated, usually from 114 µM), for the others: top-dose activity change, negative = inhibition, usual class: inhibitors; further: nearly all actives have a fitted effect of over 70% in size; inactives centre near 23
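Compound inhibition of the preformed complex between 50 nM HP1-beta and 50 nM biotinylated H3K9me3 peptide was read by AlphaScreen. Buffer was PBS pH 7.4 with 0.01% Tween-20. Incubations ran 30 min at room temperature, with 10 ug/mL donor/acceptor beads.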
BAZ2B block = inhibitors of human BAZ2B bromodomain | Q9UIF8 | AlphaScreen BAZ2B-H3K14Ac peptide displacement | Potency, µM (top dose mostly 114 µM), without a hit: at the highest dose activity change, negative = inhibition, actives largely listed as inhibitors | actives 4.4% (n = 360,000); further: on the % scale 0 is the no-effect control and ±100 the full control effect; nearly all actives have a fitted effect of over 60% in size
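Protein-peptide AlphaScreen: BAZ2B 50 nM, b-H3K14Ac 50 nM, 1x PBS pH 7.4 + 0.01% Tween-20. Preincubation 30 min RT; cpd 30 min RT (top 110 uM); beads 20 min RT, light-protected.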
Tb PGK inh = inhibitors of T. brucei phosphoglycerate kinase. PGK/GAPDH coupled, Kinase-Glo luminescence, 60 min. Potency, µM (doses to about 57.5 µM), for inactives: at the top dose activity change, negative = inhibition, usual class: inhibitors. actives 0.043% (n = 380,000). AID 602233; further: on the % scale 0 is the no-effect control and ±100 the full control effect; nearly all actives have a fitted effect of over 60% in size
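Recombinant glycosomal PGK reaction used 1,3-bisphosphoglycerate generated in-well by GAPDH (100nM final) in 100mM TEA pH 7.6, 5mM MgCl2, 0.01% Tween-20. After 60 minutes at room temperature, ATP was read by Kinase-Glo Plus luminescence end-point.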
G9a inh = G9a (human) methyltransferase inhibition. Q96KQ7. G9a H3K9 monomethylation, AlphaScreen, 2 h. Potency, µM (highest dose often 102 µM), inactives show at the top dose activity, negative = inhibition, most hits filed as inhibitors. actives 8.8% (n = 350,000). AID 504332; further: on the % scale 0 is the no-effect control and ±100 the full control effect; nearly all actives have a fitted effect of over 75% in size
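Step 1: enzyme (final 20 nM) with compound, 15 min RT. Step 2: substrate peptide 500 nM and SAM 20 uM, 2 h RT. Step 3: anti-H3K9me1 antibody and AlphaScreen beads, 10 min, then plate read.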
Pin1 inh = human Pin1 inhibition; Potency, µM (doses to about 115 µM), without a hit: top-dose activity, negative = inhibition, actives largely listed as inhibitors; Q13526; actives 0.009% (n = 390,000); Pin1 FP peptide displacement, HiFluor488, 10 min; AID 504891; active means well fitted inhibition curve with a large enough effect in the polarisation, with a control signal flat, not every such curve was filed as active; inconclusive means small, poorly fitted or top-dose-only effect, or effect the other way, or a change in a side signal; inactive means no such curve, though single readings can be large or run the other way; the % refers to the polarisation; further: on the % scale 0 is the no-effect control and ±100 the full control effect
JMJD2A Tudor inh = JMJD2A Tudor domain (human) inhibition | O75164 | AlphaScreen JMJD2A-Tudor / H3K4me3 peptide binding | Potency, µM (titrated, usually from 114 µM), for inactives: at the highest dose activity change, negative = inhibition, most hits filed as inhibitors | actives 4.4% (n = 390,000); further: on the % scale 0 is the no-effect control and ±100 the full control effect; nearly all actives have a fitted effect of over 50% in size
Target sequence (O75164 whole entry, looked up, the tested form may be a part): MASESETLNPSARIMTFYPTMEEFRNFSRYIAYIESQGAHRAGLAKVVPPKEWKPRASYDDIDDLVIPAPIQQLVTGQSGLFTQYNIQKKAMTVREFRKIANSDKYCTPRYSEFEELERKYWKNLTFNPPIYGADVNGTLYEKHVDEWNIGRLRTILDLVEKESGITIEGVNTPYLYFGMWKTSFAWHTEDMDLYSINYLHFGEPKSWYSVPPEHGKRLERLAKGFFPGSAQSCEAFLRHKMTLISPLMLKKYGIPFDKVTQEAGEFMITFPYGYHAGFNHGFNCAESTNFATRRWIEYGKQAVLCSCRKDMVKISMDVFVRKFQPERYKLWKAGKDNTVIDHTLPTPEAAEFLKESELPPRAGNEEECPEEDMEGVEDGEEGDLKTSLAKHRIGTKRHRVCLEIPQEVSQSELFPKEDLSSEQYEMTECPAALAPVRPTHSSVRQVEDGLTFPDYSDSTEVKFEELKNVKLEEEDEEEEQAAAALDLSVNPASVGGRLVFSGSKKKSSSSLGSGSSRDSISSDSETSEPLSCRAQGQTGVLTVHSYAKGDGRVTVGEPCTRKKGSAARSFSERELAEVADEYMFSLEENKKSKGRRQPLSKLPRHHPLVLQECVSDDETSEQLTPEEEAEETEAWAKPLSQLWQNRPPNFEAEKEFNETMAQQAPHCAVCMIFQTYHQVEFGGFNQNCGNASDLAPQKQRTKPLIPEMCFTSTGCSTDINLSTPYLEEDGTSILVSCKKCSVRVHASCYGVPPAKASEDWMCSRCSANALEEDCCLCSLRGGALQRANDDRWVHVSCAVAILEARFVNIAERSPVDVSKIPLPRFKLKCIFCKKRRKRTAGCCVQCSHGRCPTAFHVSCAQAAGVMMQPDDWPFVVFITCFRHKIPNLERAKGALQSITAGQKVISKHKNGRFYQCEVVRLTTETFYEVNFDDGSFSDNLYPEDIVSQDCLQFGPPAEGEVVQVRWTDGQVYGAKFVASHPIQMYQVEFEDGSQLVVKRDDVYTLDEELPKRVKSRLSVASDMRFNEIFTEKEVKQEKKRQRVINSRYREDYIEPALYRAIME
GLS inhibitor = blocks human kidney-isoform glutaminase activity; Potency, µM (doses to about 45.5 µM), inactives show at the top dose activity change, negative = inhibition, most hits filed as inhibitors; actives 0.21% (n = 410,000); O94925; GLS enzymatic activity, qHTS titration; further: on the % scale 0 is the no-effect control and ±100 the full control effect
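Coupled fluorescence readout: glutamate oxidase/HRP/Amplex Red detect glutamate formed by hKGA from L-glutamine (1 mM solution added). Buffer 45 mM KH2PO4 pH 8.2, 0.02% Tween-20; reads at t0 and 30 min RT.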
Numbers without * were called inactive; i = inactive; ? = inconclusive; . = not tested or not shown; & = joins results of further samples; [ ] = another dose, or the depositor's remark. Unless noted, the call rests on the fitted dose curve; in most records, active means well fitted curve in the direction sought with a large enough effect; inconclusive means small, poorly fitted or top-dose-only effect, or another doubt; inactive means no such curve, though single readings can be large; an effect the other way counts as inactive or inconclusive. Potency means the concentration at half of the fitted maximal effect. A portion of the library, so the mix of outcomes need not match the whole.

No. | Molecule | BLM helicase inh | POLI inh | HP1b chromo inh | BAZ2B block | Tb PGK inh | G9a inh | Pin1 inh | JMJD2A Tudor inh | GLS inhibitor
1 | O=C1C2ON(c3ccccc3)C(c3ccccn3)C2C(=O)N1c1ccc(Br)cc1 (centres undefined) | -5% | -8% | 51%[activator] | . | -10% | 3%[59 µM] | 2% | 6% | -7%
2 | O=S1(=O)CCOC[C@H](CC2CCCCC2)N1Cc1ccc(Cl)cc1 | -5% | 12%&8% | 19% | 5% | -1% | 28% | -1% | -8% | 3%
3 | Cc1ccc(C(=O)N2CCN(c3ccc(NC(=O)c4cccnc4Cl)cc3)CC2)cc1 | -2% | 22% | -9% | -4% | -4% | 0% | 0% | -17% | 19%
4 | O=C(CCn1c(=O)c2ccccc2n(Cc2cccnc2)c1=O)NCc1ccc2c(c1)OCO2 | 1% | -2% | 15% | 10% | -1% | 22%[59 µM] | 2% | -13% | 5%
5 | Cc1ccc(C2C(C(=O)c3cc4ccccc4o3)=C(O)C(=O)N2CCN2CCOCC2)o1 (centres undefined) | -13% | ? | 10% | ? | -1% | ? | -2% | 89µM* | -23%
6 | S=c1[nH]c(-c2ccccc2)cn1/N=C/c1cccc2ccccc12 | -8% | 77%[activator] | -21% | ? | i | -43% | 33%[activator] | ? | 57%[activator]
7 | CCC(Br)C(=O)Nc1ccc(OC)cc1 (centres undefined) | -2% | -8% | 43% | 3% | i | ? | 1% | -8% | -2%
8 | CC(=O)c1ccc(NC(=O)CSc2nnc(NC(=O)c3ccco3)s2)cc1 | -2% | 31%[activator] | 12% | -10% | -10% | -20% | -5% | -8% | 9%
9 | COc1ccccc1Nc1cc(C)nc(Nc2ccccc2OC)n1 | . | ? | 8% | ? | -4% | 2.2µM* | -1% | -23% | -9%
10 | O=C(CNC(=O)c1ccc(-c2ccccc2)cc1)OCc1ccc(Cl)cc1 | -2% | 19% | 43%[activator] | -3% | -3% | 21% | 0% | 5% | 2%
11 | CCOC(=O)c1sc(NC(=O)CSc2nnnn2-c2ccccc2)c(C(=O)OCC)c1C | -2% | 3% | 27% | 10% | -5% | 11%[12.7 µM] | 13% | -3% | -1%
12 | CCN1CCN(C(=O)CCN2C(=O)c3ccccc3S2(=O)=O)CC1 | . | 5% | 18% | -1% | 6% | 1%[59 µM] | 0% | 3% | 6%
13 | COc1cc(C(C)=O)ccc1COc1ccc(C(=O)OCC(N)=O)cc1OC | 1% | -6% | 15% | -37% | i | -48%[59 µM] | 4% | -2% | 15%
14 | COc1ccc(S(=O)(=O)N(C)C[C@H]2Oc3ccc(NS(=O)(=O)c4ccccc4)cc3C(=O)N([C@H](C)CO)C[C@@H]2C)cc1 | . | -11% | 20% | . | -5% | . | -1% | -25% | 11%
15 | COc1cc(C2c3c(-c4ccccc4)n[nH]c3C(=O)N2c2ccc(C(=O)O)cc2)ccc1O (centres undefined) | 0% | 3% | 47%[activator] | 38%[activator] | -7% | -10% | 1% | -12% | -9%
16 | CCN(C(=O)CN1C(=O)/C(=C/c2ccc(F)cc2)SC1=S)C1CCS(=O)(=O)C1 (centres undefined) | -2% | 32%[activator] | 4% | -38% | -8% | ? | -3% | ? | 7%
17 | CC(C)Cc1nnc(NC(=O)CCNC(=O)c2ccco2)s1 | -3% | 35%[activator] | 20% | -1% | -3% | 0%[59 µM] | -9% | -13% | 2%
18 | CCC(=O)c1ccc(N2CCN(C(=O)c3cc([N+](=O)[O-])ccc3N3CCN(C)CC3)CC2)c(F)c1 | 1% | 33%[activator] | 0% | -12% | i | ? | -4% | -28% | 0%
19 | O=C(NCCc1ccc(Cl)cc1)c1ccc2c(c1)OCCO2 | -4% | ? | 34% | 9% | 4% | . | 0% | -5% | 2%
20 | COCCn1c(=NC(=O)c2cc3ccccc3oc2=O)sc2cc(S(N)(=O)=O)ccc21 | -13% | 9% | 3% | -6% | -8% | 0%[59 µM] | 9% | -27% | 2%

Part of the list above with just Tb PGK inh and HP1b chromo inh.
cpd | Molecule | Tb PGK inh | HP1b chromo inh
16 | CCN(C(=O)CN1C(=O)/C(=C/c2ccc(F)cc2)SC1=S)C1CCS(=O)(=O)C1 (centres undefined) | -8% | 4%
17 | CC(C)Cc1nnc(NC(=O)CCNC(=O)c2ccco2)s1 | -3% | 20%

Sorted by number of heavy atoms (high to low): some entries from above.
No. | Molecule | BLM helicase inh | POLI inh | HP1b chromo inh | BAZ2B block | Tb PGK inh | G9a inh | Pin1 inh | JMJD2A Tudor inh | GLS inhibitor
14 | COc1ccc(S(=O)(=O)N(C)C[C@H]2Oc3ccc(NS(=O)(=O)c4ccccc4)cc3C(=O)N([C@H](C)CO)C[C@@H]2C)cc1 | . | -11% | 20% | . | -5% | . | -1% | -25% | 11%
4 | O=C(CCn1c(=O)c2ccccc2n(Cc2cccnc2)c1=O)NCc1ccc2c(c1)OCO2 | 1% | -2% | 15% | 10% | -1% | 22%[59 µM] | 2% | -13% | 5%
15 | COc1cc(C2c3c(-c4ccccc4)n[nH]c3C(=O)N2c2ccc(C(=O)O)cc2)ccc1O (centres undefined) | 0% | 3% | 47%[activator] | 38%[activator] | -7% | -10% | 1% | -12% | -9%
11 | CCOC(=O)c1sc(NC(=O)CSc2nnnn2-c2ccccc2)c(C(=O)OCC)c1C | -2% | 3% | 27% | 10% | -5% | 11%[12.7 µM] | 13% | -3% | -1%
20 | COCCn1c(=NC(=O)c2cc3ccccc3oc2=O)sc2cc(S(N)(=O)=O)ccc21 | -13% | 9% | 3% | -6% | -8% | 0%[59 µM] | 9% | -27% | 2%
16 | CCN(C(=O)CN1C(=O)/C(=C/c2ccc(F)cc2)SC1=S)C1CCS(=O)(=O)C1 (centres undefined) | -2% | 32%[activator] | 4% | -38% | -8% | ? | -3% | ? | 7%
10 | O=C(CNC(=O)c1ccc(-c2ccccc2)cc1)OCc1ccc(Cl)cc1 | -2% | 19% | 43%[activator] | -3% | -3% | 21% | 0% | 5% | 2%
9 | COc1ccccc1Nc1cc(C)nc(Nc2ccccc2OC)n1 | . | ? | 8% | ? | -4% | 2.2µM* | -1% | -23% | -9%
12 | CCN1CCN(C(=O)CCN2C(=O)c3ccccc3S2(=O)=O)CC1 | . | 5% | 18% | -1% | 6% | 1%[59 µM] | 0% | 3% | 6%
17 | CC(C)Cc1nnc(NC(=O)CCNC(=O)c2ccco2)s1 | -3% | 35%[activator] | 20% | -1% | -3% | 0%[59 µM] | -9% | -13% | 2%

Additional records.
No. | Molecule | BLM helicase inh | POLI inh | HP1b chromo inh | BAZ2B block | Tb PGK inh | G9a inh | Pin1 inh | JMJD2A Tudor inh | GLS inhibitor
21 | Cc1ccc(S(=O)(=O)N2CCN(S(=O)(=O)c3ccccc3Br)CC2)cc1 | . | 60%[activator] | 25% | . | -5% | . | 0% | -5% | -1%
22 | Cc1ccc(O)c(NC(=O)/C=C/C(=O)O)c1 | -1% | 2% | 55%[activator] | -2% | 1% | ? | 3% | ? | 29%
23 | O=S(=O)(c1cc(Cl)ccc1Cl)N1CCCCC1 | -9% | 0% | 104%[activator] | 152%[activator] | -12% | 52%[activator][59 µM] | -10% | 31% | 4%
24 | CCOC(=O)Nc1ccc(S(=O)(=O)NCCCN2CCOCC2)cc1 | 0% | -2% | 5% | 8% | -9% | -13%[59 µM] | -5% | -33% | 6%
25 | O=C(CSc1nnc(-c2ccncc2)n1-c1ccccc1Cl)Nc1ccc(C(=O)O)cc1 | 1% | 23% | 41%[activator] | . | 1% | ? | 1% | -6% | 12%
26 | CC1CCCC(C)N1CCCNC(=O)CN1C(=O)COc2ccc(S(=O)(=O)N3CCOCC3)cc21 (centres undefined) | 0% | 12% | 17% | -9%[57.1 µM] | i | 26% | -2% | -11% | -1%
27 | COc1ccc(C(=O)NCCCN2CCOCC2)cc1OC | 0% | 9% | 27% | 5% | -8% | 2%[12.7 µM] | 5% | -6%[57.1 µM] | 8%
28 | Cc1ccc(NC(=O)c2ccc(C(=O)c3ccccc3)cc2)nc1 | . | 69%[activator] | -2% | -7% | 3% | -9% | -8% | -19% | -7%
29 | O=C(NCCCN1CCN(c2cccc(Cl)c2)CC1)c1cccc(N2CCCC2=O)c1 | 5% | -2% | 12% | 7% | -1% | 23%[59 µM] | 3% | -20% | -2%
30 | O=C1N(c2ccccc2C(F)(F)F)O[C@]1(c1ccccc1)C1CCCC1 | . | 34% | 264%[activator] | 99%[activator] | -2% | -5%[0.501 µM] | -6% | 81%[activator] | 1%
31 | COc1ccc(NC(=O)Cn2c(=O)c(C)nc3ccccc32)cc1Cl | -3% | 63%[activator] | 6% | -16% | -12% | 0% | -6% | -12% | 12%
32 | COc1ccc(-c2nc(C)sc2C)cc1 | 3% | 40%[activator] | ? | 3% | 10% | ? | -2% | 32µM* | -3%
33 | Cc1ccc(C(=O)CCNc2ccc(Cl)cc2)o1 | 4% | -8% | 13% | -28% | 0% | 0%[12.7 µM] | -4% | -22% | -5%
34 | CCC(C(=O)NCC1CCCO1)N(C(=O)c1snc(C(N)=O)c1N)c1ccc(Cl)cc1 (centres undefined) | 2% | 39%[activator] | 16% | 22% | i | -1% | -5% | -3% | 1%
35 | O=C1COc2ccccc2N1Cc1ccccc1Cl | -5% | -6% | 114%[activator] | 66%[activator] | i | 9%[59 µM] | -4% | 4%[57.1 µM] | -1%
36 | Cn1cc[n+](C)c1COc1ccc(C=O)cc1 | -7% | 16% | 42%[activator] | 5% | -1% | ? | -8% | -13% | -8%
37 | CCOc1ccc(N(CC(=O)NCc2ccc(OC)cc2)S(=O)(=O)c2c(C)[nH]c(=O)[nH]c2=O)cc1 | -4%&0% | 15%&9% | 29%&33% | -17%&-4% | 5%&9% | 0%[59 µM] | 8%&1% | 1%&1% | 2%&1%
38 | CCC(=O)Nc1ccc(Cl)c(NC(=O)c2cccc(OC)c2)c1 | -3% | 51%[activator] | 31% | -5% | -1% | 8% | 0% | -11% | -2%
39 | COc1ccc(OC)c(NC(=O)Cc2cccs2)c1 | -19% | ? | 66%[activator] | ? | -15% | ? | -2% | ? | 20%
40 | COc1cc(OC)c(C(=O)NC2CCCCCC2)cc1OC | 1% | -5% | 58%[activator] | 9% | -9% | 13%[12.7 µM] | 0% | -4% | 1%
